MEKK2 mut-MEK5: signal of MEK5 binding to mutant human MEKK2 PB1 domain; bead flow cytometry, Alexa488-MEK5 binding to MEKK2 mutant; percent response, % at 10 µM; 0.35% of 290,000 active; in the data active = percent response above about 24%, passing the limit was not always enough; also: inactives centre near 1; some results filed as inactive read as strong as hits; reference of the scale not given here
UBC9 SUMO inh: SUMOylation inhibition; P63279; HTRF SUMOylation assay, SAE1/SAE2 + UBC9, in vitro; inhibition, % at 35 µM; 0.36% of 290,000 active; in the data active = inhibition above about 50%, passing the limit was not always enough; also: strong numbers were not always called active
Target sequence (P63279 whole entry, looked up): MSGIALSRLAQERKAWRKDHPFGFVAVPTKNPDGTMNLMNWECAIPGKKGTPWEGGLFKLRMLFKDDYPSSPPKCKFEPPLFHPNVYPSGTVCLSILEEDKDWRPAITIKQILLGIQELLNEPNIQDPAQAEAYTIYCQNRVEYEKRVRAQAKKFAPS
MEKK2 WT-MEK5: raises or lowers MEK5 binding to wildtype human MEKK2 PB1 domain. Q9Y2U5. bead flow cytometry, Alexa488-MEK5 binding to MEKK2 WT; actives lie on both sides. binding response (% of control), % at 10 µM. 1.1% of 290,000 active; in the data active = binding response below about 67% or above about 130%
pCIP destab: p/CIP protein destabilization. Q05BA5. F442A p/CIP-EGFP cells, EGFP fluorescence, 16 h. decrease of EGFP signal, % at 10 µM. 0.01% of 290,000 active. AID 1984;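 active = EGFP signal decrease of at least 30% at 10 µM or well 3 SD below plate mean, unless failing retest; inactive = the rest, including hits failing retest or dose response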; also: some compounds called inactive have numbers as strong as hits; many of its hits are not listed in these tables
NALP1 yeast inh: blocks the NALP1 inflammasome reconstituted in yeast; inhibition, % at 10 µM; S. cerevisiae NALP1/ASC/caspase-1 growth, X-gal OD620, 72 h; 0.61% of 280,000 active; in the data active = inhibition mostly above about 24%, no sharp cut-off; inactive = mostly below about 32%; also: some compounds called inactive have numbers as strong as hits
MEKK3 PB1 HTS: modulators (inhibitors or enhancers) of MEK5 binding to human MEKK3 PB1 domain; AID 1529; binding response (% of control), % at 10 µM; bead-based flow cytometry, Alexa488-MEK5 binding to MEKK3; actives lie on both sides; 0 = blocked by unlabeled MEK5, 100 = vehicle; Q99759; 1.4% of 290,000 active;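 active = binding response more than 3 SD above or below the average of its plate-row segment, actives on both sides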;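 also: Alexa488 bead fluorescence after subtracting the streptavidin-only scavenger bead signal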
Target sequence (Q99759 whole entry, looked up, the tested form may be a part): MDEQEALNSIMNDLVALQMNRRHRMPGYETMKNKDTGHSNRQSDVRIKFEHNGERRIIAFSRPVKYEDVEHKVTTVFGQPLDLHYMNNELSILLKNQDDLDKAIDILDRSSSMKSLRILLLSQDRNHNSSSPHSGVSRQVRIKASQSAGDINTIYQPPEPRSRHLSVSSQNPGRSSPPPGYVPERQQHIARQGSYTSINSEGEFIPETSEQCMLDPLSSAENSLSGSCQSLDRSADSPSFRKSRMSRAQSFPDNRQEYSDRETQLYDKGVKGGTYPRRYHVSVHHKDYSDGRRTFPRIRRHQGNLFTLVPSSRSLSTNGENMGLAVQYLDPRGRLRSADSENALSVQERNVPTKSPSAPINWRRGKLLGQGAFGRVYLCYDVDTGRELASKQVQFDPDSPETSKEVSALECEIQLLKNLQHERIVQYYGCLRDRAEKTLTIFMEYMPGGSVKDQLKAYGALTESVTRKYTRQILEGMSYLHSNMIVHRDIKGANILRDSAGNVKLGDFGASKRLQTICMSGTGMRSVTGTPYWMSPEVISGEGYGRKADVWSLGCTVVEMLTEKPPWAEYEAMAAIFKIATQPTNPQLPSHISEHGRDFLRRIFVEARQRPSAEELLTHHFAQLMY
IDE cell inh: inhibitors of human insulin-degrading enzyme in cells | P14735 | HEK cells, FAbetaB cleavage, fluorescence polarization | inhibition, % at 5.59 µM | 0.41% of 320,000 active | AID 434962;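 active = percent inhibition above the average of all tested compounds plus 3 SD, set per screening campaign, cut at about 16% in these data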;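 also: IDE supplied by intact live HEK cells; FP after avidin binding of uncleaved biotin substrate so inhibition keeps polarization high; 0% = DMSO wells and 100% = 60 µM reference IDE inhibitor Ii1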
PfM18AAP inh: PfM18AAP enzyme inhibition; inhibition, % at 7.35 µM; recombinant PfM18AAP, H-Glu-NHMec fluorogenic cleavage; 1.2% of 290,000 active; AID 1822;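 active = inhibition above the campaign mean inhibition over all tested compounds plus 3 SD, cut at about 28% in these data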;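 also: 0% = plate median of test compound wells and 100% = 2 mM ZnCl2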
IDE act: boosts human insulin-degrading enzyme activity in HEK cells | AID 493087 | P14735 | FAbeta-B cleavage, fluorescence polarization; 0% vehicle, 100% cell-free pure enzyme wells | activation, % at 5.96 µM | 0.073% of 340,000 active;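 active = activation above the mean of all tested compounds plus 3 SD, set per screening campaign, cut at about 17% in these data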
Starred values were filed as active, the others as inactive; x = no result given; [ ] = dose if it differs, or a comment. A portion of the library; count on the stated rates, not on these rows.

SMILES	MEKK2 mut-MEK5	UBC9 SUMO inh	MEKK2 WT-MEK5	pCIP destab	NALP1 yeast inh	MEKK3 PB1 HTS	IDE cell inh	PfM18AAP inh	IDE act
COc1ccc(S(=O)(=O)Nc2ccc(NC(C)=O)cc2)cc1OC	0	2	99	-2	0	100	-5	0	0
CCOC(=O)[C@@H]1[C@H]2COc3ccccc3[C@@H]2N2C(=O)N(c3cccc(C)c3)C(=O)[C@]12C	-3	6	100	-6	7	101	0	-10	0
COCCNc1nnc(SCC(=O)N2CCN(S(=O)(=O)c3ccccc3)CC2)s1	0	11	98	8	-2	95	-1	2	-4
CC(=O)OC1c2ccccc2C(=O)N1Cc1ccccc1Cl (stereo not drawn)	8	10	101	-24	28	99	-3	1	1
Cc1ccc(O)c(C(=O)c2cnn(-c3ccccc3)c2)c1	4	-1	104	-14	7	105	-12	1	5
O=C(CN1CCN(S(=O)(=O)c2ccccc2)CC1)Nc1ccccc1Cl	6	4	107	11	12	106	1	1	4
COc1ccccc1CN(C(=O)Cc1cccs1)C(C(=O)NC1CCCC1)c1ccncc1 (stereo not drawn)	-7	9	84	-11	-16	72	1	-1	5
COC(=O)CN1C(=O)[C@@H]2[C@H](C1=O)[C@@H]1CC(C(=O)OC)=C[C@@H](C(=O)OC)[C@@H]3C1=C(C(=O)[C@@]3(C)NC(=O)c1ccccc1)[C@@H]2C	4	x	105	x	x	109	0	x	4
COc1ccc(N2C(=O)CC(N3CCN(c4ccc(Cl)cc4)CC3)C2=O)cc1 (stereo not drawn)	3	-3	101	4	15	99	3	4	2
CCN1CCN(C(=O)c2ccc(N3CC4CC(C3)c3cccc(=O)n3C4)c([N+](=O)[O-])c2)CC1 (stereo not drawn)	-5	-6	91	12	5	88	7	3	6
CCOc1ccc(/C=C/c2[nH]c(=O)[nH]c(=O)c2[N+](=O)[O-])cc1	2	20	104	-5	9	97	-3	-8	1
CCOc1ccccc1NC(=O)CSc1nnc2ccc(-c3cccnc3)nn12	-28	12	74	-10	-22	66	-1	5	7
CCOc1cc2c(cc1OCC)C(C(=O)O)C(c1cc(OC)c(OC)c(OC)c1)N(C)C2=O (stereo not drawn)	5	-1	104	-12	-4	109	-1	3	3
c1ccc2c(c1)nc(N1CCCCCC1)c1ccccc12	-13	5	94	-11	-7	90	0	1	3
CC(C)C(C)NC(=O)COc1ncnc2ccccc12 (stereo not drawn)	11	19	105	-9	-4	106	3	9	8
CCOc1ccc(N2C(=O)CC(SC(=NC)Nc3ccc(F)cc3)C2=O)cc1 (stereo not drawn)	3	-5	99	-2	45	102	1	-2	-2
CCOc1cccc(C2C(C(=O)c3ccco3)=C(O)C(=O)N2Cc2ccncc2)c1 (stereo not drawn)	14	-1	116	-2	x	109	3	7	0
CC(C)(C)CC(=O)Nc1cc(S(=O)(=O)N2CCCCCC2)ccc1Cl	1	-4	97	7	18	104	2	0	3
Cc1ccccc1NCc1ccc([N+](=O)[O-])s1	3	7	104	-1	-24	101	4	8	5
O=C(CSc1nnc(SCc2ccc(Cl)cc2)s1)N/N=C/c1c(Cl)cccc1Cl	15	-10	91	2	0	106	4	-2	-2
Cc1ccc(C#N)c(SCc2nnc(-c3ccc(Cl)cc3)o2)n1	0	5	98	-5	30	101	6	1	2
O=C(CCCN1CCC(C(=O)c2ccc(F)cc2)CC1)c1ccc(F)cc1	9	-3	115	-1	-6	101	1	2	1
CCCNC(=O)c1c(N)n(-c2ccc3c(c2)OCO3)c2nc3ccccc3nc12	-5	9	95	-16	1	98	1	5	-1
CC(C)(C)C(=O)OCc1cn(-c2ccccc2)nn1	-3	15	93	2	2	91	-1	-3	-2
C/C1=C\CCC2C(/C=C(\C)CC1)OC(=O)C2CN1CCCCC1 (stereo not drawn)	7	6	107	3	3	106	3	-2	0
CN1CCN(C(=S)NC(=O)c2ccco2)CC1	-8	18	94	-18	22	98	2	1	0
C[n+]1ccc(/C=C/c2ccccc2O)c2ccccc21	-2	-3	91	1	4	97	0	-7	4
CC(Nc1c[nH]c(=O)[nH]c1=O)c1ccccc1 (stereo not drawn)	1	2	103	2	9	105	x	-2	-1
Clc1ccc2c(c1)C1=C(C(c3ccncc3)O2)C(c2ccc(Br)cc2)n2ncnc2N1 (stereo not drawn)	3	6	100	1	15	105	-7	9	-3
CCC(C)(C)NC(=O)CCCSc1nc2ccccc2s1	-2	26	96	-3	1	101	4	-6	x
O=C(O)c1cc2ccc3ccccc3c2oc1=O	3	33	101	-5	-64	103	7	23	-3
CCOc1ccc(NC(=S)NCCCc2ccccc2)cc1	4	5	89	-18	2	104	-2	2	4
CC1C/C(=N\NC(N)=S)c2cc(Cl)ccc2S1 (stereo not drawn)	-6	49	53	-6	x	52	8	-9	x
COc1cccc(CNS(=O)(=O)c2c(C)nc3scc(C)n3c2=O)c1	-3	18	99	-3	19	101	6	-16	-2
O=C(NN1CC(C(=O)OCc2ccccc2F)CC1=O)c1ccccc1 (stereo not drawn)	10	10	108	-15	12	105	3	2	-1
Cc1cc(C)n2nc(SCC(=O)N/N=C/c3ccccc3F)nc2n1	-5	7	99	7	12	101	2	1	3
COc1ccc(NC(=O)Cn2c(-c3ccccc3)cc(C(C)=O)c2C)c(OC)c1	-12	-11	79	6	-3	90	0	-9	1
Cc1ccc(CO/N=C/c2c(O)cc(C)oc2=O)cc1	-7	14	95	2	-12	103	3	8	2
CCN(CC)S(=O)(=O)c1ccc2c(c1)c(=O)c(C(=O)N1CCOCC1)cn2C	-2	-8	94	-1	20	102	3	-3	0
COc1ccc(CNC(=O)CCNS(=O)(=O)c2ccc(C)cc2)cc1	5	-1	112	2	46	107	4	-12	0
Cc1ccccc1OCC(=O)NC(C)c1ccccc1 (stereo not drawn)	-1	-22	95	8	12	95	x	-1	3
CCCn1nnc(NC(=O)/C=C/c2ccccc2)n1	-2	14	95	4	16	98	-1	1	2
O=C(CC12CCC(CC1)C2)NCc1ccc2c(c1)OCO2	4	9	105	-2	1	98	-5	-7	1
O=C(CNC(=O)c1ccc2c(c1)OCCO2)N/N=C/c1ccc(Cl)cc1	-1	-4	103	-6	5	116	-3	-3	0
Cc1ccc(C(=O)N(NC2=NS(=O)(=O)c3ccccc32)S(=O)(=O)c2ccc(C)cc2)cc1	3	23	97	-17	-18	101	2	0	-4
CCOc1ccc(NC(=O)C2Cc3ccccc3CN2S(=O)(=O)CC)cc1 (stereo not drawn)	-5	-2	95	11	-6	104	4	-1	3
COc1ccccc1CN1[C@@H](CC(=O)O)c2ccccc2S1(=O)=O	4	x	103	x	x	104	3	x	-1
CCC(C(=O)O)N1C(=O)/C(=C/c2cccn2C)SC1=S (stereo not drawn)	-2	0	99	-9	28	99	9	13	-2
CCC(C(=O)c1ccccc1)P(=O)(NN)c1ccccc1 (stereo not drawn)	2	20	98	0	10	104	-2	-13	x
CC1CCCN(C(=O)CNS(=O)(=O)c2cccs2)C1 (stereo not drawn)	-3	-8	105	-4	26	100	-4	2	2
CCCC1CCC(c2ccc(OCC)cc2)=CC1=O (stereo not drawn)	2	20	101	-11	21	100	x	-11	-2
Cc1ccc(C)c(N2CCN(C(=O)c3ccc(CSc4nc5ccncc5[nH]4)cc3)CC2)c1	-13	6	2.0*[inhibitor]	-1	22	1.0*[inhibitor]	0	1	-2
COc1ccc(-c2ccoc2)cc1[C@H]1[C@H]2C=CC[C@@H](C)[C@@H]2C(=O)N1Cc1ccccc1	-1	4	104	-12	2	94	1	x	6
O=C(c1ccccc1)c1ccc2nc(N3CCN(C(=O)c4ccco4)CC3)c3nncn3c2c1	12	47	103	-17	13	105	14	x	-29
Cc1ccc(-n2c(=O)c3cc4c(=O)n(-c5ccc(C)c(C)c5)c(=O)c4c(C(=O)c4ccc(C(=O)O)cc4)c3c2=O)cc1C	-12	10	29*[inhibitor]	-7	x	48*[inhibitor]	-9	-13	4
Cc1cc(C)nc(SCc2nc(N)nc(-c3ccccc3O)n2)n1	-3	-4	100	-8	8	92	15	13	-11
O=C(c1ccco1)N1CCN(C(=S)NC2CC3CCC2C3)CC1 (stereo not drawn)	-3	20	106	-3	-4	106	0	-15	2
COc1ccccc1NC(=O)C1CCCN1C(=O)Nc1ccc(F)cc1 (stereo not drawn)	-2	-10	100	-1	28	105	2	1	2
O=C(OCC(=O)N1CCCC1)c1ccc(O)cc1	7	11	112	-6	13	105	-3	-7	4
COc1ccccc1NC(=O)c1cc2c(CO)cnc(C)c2oc1=Nc1ccccc1	-3	-14	94	7	25	100	-4	-6	3

Exported with two lines to a compound: 4 of the compounds above.
Under each structure: MEKK2 mut-MEK5 | UBC9 SUMO inh | MEKK2 WT-MEK5 | pCIP destab | NALP1 yeast inh | MEKK3 PB1 HTS | IDE cell inh | PfM18AAP inh | IDE act
CC1CCCN(C(=O)CNS(=O)(=O)c2cccs2)C1 (stereo not drawn)
  -3 | -8 | 105 | -4 | 26 | 100 | -4 | 2 | 2
Cc1ccc(-n2c(=O)c3cc4c(=O)n(-c5ccc(C)c(C)c5)c(=O)c4c(C(=O)c4ccc(C(=O)O)cc4)c3c2=O)cc1C
  -12 | 10 | 29*[inhibitor] | -7 | x | 48*[inhibitor] | -9 | -13 | 4
CCC(C(=O)c1ccccc1)P(=O)(NN)c1ccccc1 (stereo not drawn)
  2 | 20 | 98 | 0 | 10 | 104 | -2 | -13 | x
O=C(c1ccco1)N1CCN(C(=S)NC2CC3CCC2C3)CC1 (stereo not drawn)
  -3 | 20 | 106 | -3 | -4 | 106 | 0 | -15 | 2

Later entries:
SMILES	MEKK2 mut-MEK5	UBC9 SUMO inh	MEKK2 WT-MEK5	pCIP destab	NALP1 yeast inh	MEKK3 PB1 HTS	IDE cell inh	PfM18AAP inh	IDE act
CCCn1c(SCC(=O)NCc2ccc(F)cc2)n[nH]c1=O	-1	0	97	2	-11	99	1	-3	6
Cc1ccc(S(=O)(=O)N(CCC(=O)Nc2ccc(OC(F)(F)F)cc2)c2ccccc2)cc1	-1	-21	107	-5	21	100	-2	0	-3
COc1cc2[nH]c(=S)n(CCN3CCOCC3)c(=O)c2cc1OC	x	18	x	-15	18	x	3	7	0
Cc1ccc(S(=O)(=O)NCC(=O)N/N=C/c2ccccc2O)cc1	-11	11	88	-4	0	94	-1	4	12
COC(=O)/C(=C/c1ccco1)NC(=O)c1ccco1	-2	10	99	-8	36	92	-4	3	0
O=C(Nc1cccc([N+](=O)[O-])c1)Nn1cnnc1	5	10	103	-31	5	100	3	77*	5
Cc1ccc(-n2c([S-])c(C(=O)Nc3ccc(OC(F)F)cc3)[n+]3ccc(C(=O)NCCO)cc23)cc1C	-10	14	63*[inhibitor]	3	2	86	2	5	-8
CCOc1ccccc1C1CC(=O)Nc2cc3c(cc21)OCCO3 (stereo not drawn)	-4	2	97	-28	4	97	2	4	2
COc1ccc(NC(=O)N2CCCC2C(=O)Nc2ccccc2)cc1 (stereo not drawn)	4	29	113	-13	4	110	1	-5	3
CCc1nnc(NC(=O)c2ccc(S(=O)(=O)N(C)c3ccccc3)cc2)o1	-37	6	68	-2	28	63	0	-10	0
CCOC(=O)C1(CCCc2ccccc2)CCN(Cc2ccn[nH]2)CC1	11	-5	116	2	18	108	8	-1	-2
CCc1cccc(NC(=O)C2CCCC2)c1	4	4	111	-5	13	115	4	-9	2
COc1ccc(NC(=O)NNC(=O)C(C)Oc2ccc3ccccc3c2)cc1OC (stereo not drawn)	-2	-3	102	1	1	103	2	7	4
O=C(Oc1coc(CSc2ncccn2)cc1=O)c1ccccc1[N+](=O)[O-]	-1	-14	97	6	7	98	-2	4	8
CN(C)S(=O)(=O)c1ccc(C(=O)OCC2CCCO2)cc1 (stereo not drawn)	-5	22	99	-8	5	97	x	-8	3
Cc1ccc(CCNC(=O)c2nc(CS(=O)(=O)c3ccc(Cl)cc3)no2)cc1	4	4	101	-1	9	99	-2	1	-1
